Screening results (PubChem)
rCAG binder – binders of r(CAG) RNA repeats, primary screen, biochemical, fluorescence; r(CAG) RNA repeat, TO-PRO-1 dye displacement fluorescence; inhibition, % at 3 µM; 1.3% of 370,000 active;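 active = inhibition above the plate cutoff, the mean of all test compounds on that plate plus 3 SD, cut at about 35% in these data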;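 also: 0% = DMSO alone and 100% = 100 µM mitoxantrone as full dye displacement; higher means more dye released from RNA so lower well fluorescence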
SIAE inh – human SIAE inhibitors, primary screen, biochemical, fluorescence polarization, FP-Rh probe, 1536-well HTS; Sialate O-acetylesterase (Homo sapiens), Q9HAT2; 0.69% of 370,000 active; SIAE FP-Rh probe binding; inhibition, % at 9.66 µM; AID 1053197, 2014;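 active = inhibition above a cutoff: mean of compounds within the control limits plus 3 SD of those, cut at about 17% in these data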;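 also: 0% = plate median of compound wells and 100% = probe without SIAE protein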
Target sequence (Q9HAT2 whole entry, looked up): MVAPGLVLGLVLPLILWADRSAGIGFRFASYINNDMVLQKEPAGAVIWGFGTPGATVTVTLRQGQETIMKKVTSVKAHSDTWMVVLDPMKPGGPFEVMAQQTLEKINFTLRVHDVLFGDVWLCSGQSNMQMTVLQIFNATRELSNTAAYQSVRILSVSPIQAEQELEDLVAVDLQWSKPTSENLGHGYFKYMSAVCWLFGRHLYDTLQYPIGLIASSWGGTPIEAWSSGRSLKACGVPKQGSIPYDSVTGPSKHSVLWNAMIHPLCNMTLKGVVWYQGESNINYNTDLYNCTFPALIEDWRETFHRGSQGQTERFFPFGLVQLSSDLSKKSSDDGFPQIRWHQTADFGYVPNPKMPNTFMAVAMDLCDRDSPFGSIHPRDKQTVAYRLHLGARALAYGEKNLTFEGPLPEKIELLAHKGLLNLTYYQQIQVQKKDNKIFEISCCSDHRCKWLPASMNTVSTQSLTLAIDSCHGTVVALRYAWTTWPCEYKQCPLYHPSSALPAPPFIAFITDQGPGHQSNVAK
LEDGF integ inh – blockers of LEDGF/p75-dependent integrase strand transfer – biochemical, TR-FRET, high throughput, primary screen | inhibition, % at 3.7 µM | AID 743269, 2014 | TR-FRET IN-LEDGF/p75 DNA integration, Eu/Cy5 | 0.64% of 370,000 active;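 active = inhibition above the screen-wide mean plus 3 SD, cut at about 13% in these data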;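 also: signal is the Cy5 over europium emission ratio at 671 and 618 nm; 0% = plate median of compound wells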
TCR-CD3 inh – inhibitors of human TCR-CD3 interaction, primary screen, biochemical, fluorescence, TAMRA-labeled TCR probe; inhibition, % at 9.4 µM; AID 651800, 2012; 0.37% of 360,000 active; in the data active = inhibition above about 19%;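 also: recombinant mutant TCR 2C K166C tagged with TAMRA read by polarization; 0% = receptor in buffer alone and 100% = receptor with positive control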
NR1D1 modulator – modulators of Rev-erb alpha DNA binding, primary screen, biochemical, FITC-DNA, fluorescence polarization, uHTS; Nuclear receptor subfamily 1 group D member 1 (Homo sapiens), P20393; Rev-erbα–FITC-DNA binding, 90 min; activity, % at 10 µM; 0.79% of 370,000 active;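 active = activity above about 14%, limit read from the data; passing the limit was not always enough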;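 also: 0% = DMSO wells with 35 nM protein and 100% = DMSO wells with 750 nM protein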
PRMT1 FP inh – PRMT1 methyltransferase inhibitors, primary screen, biochemical, fluorescence polarization; Protein arginine N-methyltransferase 1 (Homo sapiens), Q99873; recombinant PRMT1, activity-based probe fluorescence polarization; inhibition, % at 2.79 µM; 1.3% of 370,000 active; AID 652257, 2013;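 active = inhibition above about 21% made by adding two undisclosed values, limit read from the data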
HTRA1 inhibitor – HTRA1 serine protease inhibitors, primary screen, biochemical, fluorescence polarization, HTS. Q92743. recombinant HTRA1, FP-rhodamine activity-based probe. inhibition, % at 5.96 µM. 0.5% of 340,000 active. AID 504803, 2011; in the data active = inhibition above about 36%;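 also: 0% = enzyme with DMSO and 100% = wells lacking enzyme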
Target sequence (Q92743 whole entry, looked up): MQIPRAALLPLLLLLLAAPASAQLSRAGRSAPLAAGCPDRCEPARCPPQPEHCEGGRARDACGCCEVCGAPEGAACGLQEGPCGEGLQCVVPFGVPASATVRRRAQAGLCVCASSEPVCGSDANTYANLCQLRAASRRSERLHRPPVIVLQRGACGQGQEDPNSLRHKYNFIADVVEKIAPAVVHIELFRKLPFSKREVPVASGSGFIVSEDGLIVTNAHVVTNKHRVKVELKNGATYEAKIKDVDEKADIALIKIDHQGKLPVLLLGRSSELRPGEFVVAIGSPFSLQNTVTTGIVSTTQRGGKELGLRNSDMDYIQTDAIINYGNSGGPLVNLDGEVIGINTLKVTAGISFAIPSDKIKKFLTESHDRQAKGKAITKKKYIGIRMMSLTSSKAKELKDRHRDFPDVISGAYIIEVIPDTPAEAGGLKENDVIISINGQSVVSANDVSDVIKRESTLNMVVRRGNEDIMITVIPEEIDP
ABHD4 inh – ABHD4 inhibitors, primary screen, biochemical, fluorescence polarization, mouse; (Lyso)-N-acylphosphatidylethanolamine lipase (Mus musculus), Q8VD66; purified mABHD4, FP-Rh probe fluorescence polarization; 0.54% of 370,000 active; inhibition, % at 8.92 µM;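 active = inhibition exceeding the mean over every tested compound plus 3 SD, cut at about 30% in these data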;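 also: 0% = plate median of compound wells and 100% = S159A mutant with DMSO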
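System: mouse ABHD4 enzyme, wild type / Medium: HEPES pH 7.0, NaCl, Pluronic buffer / Reagent: FP-Rh activity-based fluorescent probe / Control set: S159A mutant high control, sample median low control / Detection: fluorescence polarization with parallel and perpendicular emission, 525/598 nm / Schedule: 45 min + 60 min at 25 °C / Compound dosing: 8.92 µM, single dose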
PG9 binder – binders of HIV-1 gp120 antibody PG9, primary screen, biochemical, TR-FRET; 0.43% of 360,000 active; inhibition, % at 6.7 µM; TR-FRET gp120-PG9 antibody binding; HIV-1 gp120 / PG9 antibody interaction; AID 624416, 2012; in the data active = inhibition above about 8.5%
TDP2 absorb – human TDP2 enzyme inhibitors, primary screen, biochemical, epi absorbance, recombinant enzyme | AID 720702, 2013 | T5PNP hydrolysis, p-nitrophenol absorbance 415 nm | inhibition, % at 12.8 µM | 0.34% of 370,000 active | Tyrosyl-DNA phosphodiesterase 2 (Homo sapiens), O95551;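 active = inhibition above the mean of all tested compounds plus 3 SD, set per campaign, cut at about 25% in these data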;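 also: 0% = DMSO with enzyme and 100% = buffer with substrate but no TDP2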
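test system = human TDP2 enzyme | input = TDP2 enzyme at 120 nM final | medium = 50 mM Tris-HCl pH 7.5 with Mg2+, KCl, DTT, BSA | also added = T5PNP substrate, 5 mM | times = 2 h at 37 °C | technique = epi absorbance | benchmarks = high control without enzyme, low control DMSO plus TDP2 | replication = each compound tested once, singlicate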
Active calls of the source: *; . = no result given; & = joins results of further samples. These rows are one share of the data. The share of hits here may be higher or lower than overall.

Below each SMILES – TCR-CD3 inh | LEDGF integ inh | NR1D1 modulator | HTRA1 inhibitor | PG9 binder | rCAG binder | SIAE inh | TDP2 absorb | ABHD4 inh | PRMT1 FP inh
O=C(Cc1ccc(Cl)cc1)NNC(=S)NC(=O)c1cccs1
    5.7 | 0.1 | -0.2 | 11.3 | -2.7 | 3.5 | -1.2 | -24.4 | 1.4 | -1.6
CCOC(=O)N1CCN(C(=O)CSc2nnc(COc3ccc(Cl)cc3)o2)CC1
    6.4 | 1.4 | 7.2 | 0.7 | 0.6 | -0.9 | 2.8 | 0.8 | 1.3 | -1.5
Cc1ccc(NC(=O)CNC(=O)c2ccc(Br)o2)nc1
    -1.2 | 2.8 | -5.5 | 3.1 | -1.1 | 3.3 | -2.7 | -9.9 | -4.0 | -3.6
CC(C)c1ccccc1NC(=O)COC(=O)c1cccnc1
    0.0 | 2.9 | -0.2 | 0.6 | 0.1 | 2.3 | 2.2 | 12.1 | 0.1 | -4.1
CC(=O)N/C(=C\c1ccccc1)C(=O)OCC(=O)N(CC(C)C)c1c(N)n(Cc2ccccc2)c(=O)[nH]c1=O
    -5.8 | -0.9 | -1.7 | 0.4 | -1.5 | -2.0 | -4.6 | -10.7 | -4.9 | 4.9
COC(=O)C1CCCN1C(=O)C12CC3CC(CC(C3)C1)C2 (stereo not given)
    16.2 | -0.8 | -3.8 | -10.4 | 0.7 | 3.1 | -1.4 | -3.0 | 7.5 | 0.5
CC(C)CCNCC(=O)NC(c1ccccc1)c1ccccc1
    -2.6 | -2.2 | 1.1 | 3.7 | -1.0 | -1.5 | -0.6 | 3.2 | -0.3 | -0.6
Cn1nnc2cc(C(=O)NC3CCCCC3)ccc21
    -3.4 | -2.2 | 4.3 | 3.7 | 1.6 | -3.5 | -1.1 | -8.2 | -5.7 | -0.8
COc1cc(CC(=O)OCC(=O)NC2CCCCCC2)cc(OC)c1OC
    0.4 | -3.8 | -0.5 | -0.1 | 0.2 | -0.5 | 2.9 | 8.7 | 0.8 | 0.6
CC[C@]12c3[nH]c4cc(CCC(=O)N(C)C)ccc4c3CCN1C(=O)[C@@H](CC(=O)NCCc1ccccn1)C[C@@H]2C(=O)N1CCN(C(=O)c2ccco2)CC1
    -0.8 | -4.5 | -2.3 | 6.9 | -1.0 | -0.7 | 11.8 | 1.5 | 4.4 | -2.5
COc1cc(CCC(=O)Nc2ncc(C)s2)cc(OC)c1OC
    -7.5 | -0.2 | 0.2 | 2.5 | 2.1 | -1.9 | -1.7 | 6.5 | 4.3 | 1.4
CCOC(=O)CNC(=S)n1ncnc1N
    -3.8 | -0.5 | -2.4 | 1.1 | -0.8 | -2.5 | -8.8 | -3.4 | 2.8 | 3.4
COc1ccc(-c2nc(N/N=C(\C)c3ccc(O)cc3)c3ccccc3n2)cc1
    -8.2 | -8.8 | 6.9 | -21.5 | -1.8 | 8.2 | -0.4 | -9.5 | 32.3* | 7.2
CCCN(CCC)C(=O)c1ccc2nc(-c3ccc(OC)c(OC)c3)c(-c3ccc(OC)c(OC)c3)nc2c1
    5.2 | 0.4 | -7.8 | -9.8 | 0.6 | -3.1 | 0.7 | 12.9 | -12.5 | -1.5
C=CCNC(=O)c1c(C(F)(F)F)nn(C)c1Cl
    -4.5 | 2.9 | 3.7 | -0.3 | -2.7 | -2.1 | -0.3 | -8.9 | -2.4 | -2.4
CC(=O)N1CCN=C1SCc1c(F)cccc1Cl
    -4.3 | 3.5 | -2.3 | -2.0 | 1.0 | 2.9 | 9.0 | -5.9 | 1.0 | -9.2
CN(C)c1ccc(-c2nnc(SCC3CCCO3)n2C)cc1 (stereo not given)
    -0.3 | -0.9 | 1.5 | 6.9 | -4.5 | -7.8 | 1.9 | -0.6 | 5.0 | 1.4
COc1cc(/C=C(\C#N)c2ccccn2)ccc1OCc1ccc(Cl)cc1
    5.0 | -2.8 | -0.4 | -12.3 | -3.7 | 0.9 | -12.6 | -2.2 | -11.5 | -0.2
CCCNC(=O)N(C)C[C@@H]1Oc2cc(C#C[C@H](C)O)ccc2S(=O)(=O)N([C@H](C)CO)C[C@H]1C
    -0.5 | 1.8 | 0.2 | 6.6 | -0.6 | 4.5 | -6.2 | 2.2 | -3.8 | 4.0
CC(=O)NC1=NN(C(C)=O)C(C)(c2ccc(Br)cc2)S1 (stereo not given)
    5.7 | 1.6 | -4.6 | 14.0 | 0.2 | -2.4 | 1.2 | 9.0 | 0.3 | -1.3
CC(C)C[C@H]1CN([C@@H](Cc2ccc(O)cc2)CN2CCC[C@@H]2CN2C(=S)NC[C@@H]2Cc2ccccc2)C(=S)N1CC1CCCCC1
    -1.5 | 1.4 | 1.0 | . | 0.0 | 9.0 | -6.2 | -11.9 | -16.7 | -4.0
COc1ccccc1S(=O)(=O)NCc1ccc(C(=O)NC(C)c2ccccn2)cc1 (stereo not given)
    3.3 | 6.0 | -1.6 | 10.1 | -1.8 | -0.7 | -8.3 | -1.6 | -8.3 | -1.2
CC(C)CNC(=O)C1(C)CCCN1C(=O)C(C)(C)Oc1ccc(Cl)cc1 (stereo not given)
    -5.2 | -2.6 | -8.9 | . | 1.0 | -2.6 | 6.4 | -4.0 | -4.6 | 3.7
CC1Cc2nc(SCC(=O)OCc3ccccc3)n(C)c(=O)c2S1 (stereo not given)
    -0.7 | -0.9 | -4.9 | -5.9 | -1.4 | -0.2 | 2.5 | -6.2 | -6.6 | 5.1
CCOC(=O)N1CCN(C(=O)c2oc3ccc(S(=O)(=O)N4CCCCC4)cc3c2C)CC1
    4.3 | 0.5 | -3.8 | 4.4 | -2.4 | -1.7 | 0.8 | 4.3 | -2.3 | -3.1
CN1C2CCC1CC(OC(c1ccccc1)c1ccccc1)C2 (stereo not given)
    4.6 | -1.6 | -2.7&0.7 | -5.0 | 1.2 | 2.1 | 3.4 | -10.7 | 5.1 | 2.0
COc1ccc(-c2nn(-c3ccccc3)cc2CNCc2cccnc2)c(F)c1
    10.3 | 3.1 | 0.8 | -4.2 | -0.8 | -2.2 | -2.6 | -1.1 | -3.6 | -3.0
O=C(OCc1ccccc1)c1cc(S(=O)(=O)N2CCCCC2)ccc1N1CCOCC1
    -9.8 | -6.5 | 9.8 | -33.5 | 0.1 | -4.9 | -2.9 | -10.3 | 5.2 | -0.3
COc1ccc(NC(=O)CSc2nnc(C)c3ccccc23)cc1
    1.6 | -4.0 | -1.0 | 4.3 | -1.0 | -0.3 | 12.7 | 2.4 | 0.4 | 1.7
COC(=O)c1[nH]c2cccc(Cl)c2c1NC(=O)CN1CCN(CCO)CC1
    5.0 | 0.0 | 6.9 | -1.8 | -3.2 | -3.5 | 1.2 | 0.7 | -5.7 | -3.8
CCOC(=O)[C@]12CCC=C1N(CCC1=CCCCC1)C(=O)[C@H](CC(=O)NCCCN1CCCC1=O)C2
    2.3 | 5.4 | -1.3 | . | 1.6 | 1.0 | 2.6 | -0.3 | 3.7 | -3.7
COc1ccccc1Nc1nccc(N(C)C)c1C#N
    5.8 | -2.7 | -7.9 | 7.5 | -0.5 | -1.5 | -3.3 | 0.1 | -2.7 | -2.8
Cc1cc(C)n(-c2ncc3c(n2)N(CCO)CCOC3=O)n1
    -4.7 | -1.8 | 4.8 | 1.9 | -1.5 | -2.3 | -0.9 | 8.0 | -1.3 | -0.6
Nc1c2c(nc3ccn(-c4ccccc4)c(=O)c13)CCCCC2
    2.2 | -2.8 | -7.8 | -5.4 | 0.4 | 0.3 | 0.9 | 8.4 | 3.1 | -1.4
CCN(CC)S(=O)(=O)c1cccc(C(=O)N[C@H](C(=O)NC2=NCCS2)C(C)C)c1
    3.5 | 5.3 | 14.1 | 4.6 | -0.1 | 0.5 | -6.7 | -4.1 | -5.4 | -1.2
CC(C)(C)N(CC(=O)NC1CCCCC1)C(=O)CS(=O)CC(=O)Nc1ccc(F)cc1 (stereo not given)
    -3.9 | -2.2 | -1.1 | 1.4 | 0.0 | -6.1 | 0.9 | 2.4 | 8.7 | 4.5
CCN1C(=O)[C@H]2[C@@H](c3ccc(-c4ccc(C(C)=O)cc4)cc3)N3CCC[C@@]3(C(=O)OC)[C@H]2C1=O
    -0.9 | -0.6 | 4.4 | -6.2 | 0.4 | 0.2 | -6.9 | -19.6 | -10.3 | 0.0
CCc1nnc(NC(=O)CN2C(=O)N(C)C3(CCCCC3)C2=O)s1
    -7.2 | 1.9 | -6.3 | -0.3 | 1.0 | 2.5 | -3.1 | -1.6 | 3.9 | -4.0
O=C(Cc1ccc(NC2=NC3CS(=O)(=O)CC3S2)cc1)N1CCN(c2ccc(F)cc2)CC1 (stereo not given)
    4.4 | -3.6 | -1.3 | 6.4 | -0.7 | 9.5 | 2.9 | 0.5 | -0.5 | 0.4
COc1ccc(Cl)cc1NC(=O)CN(C)CC(=O)Nc1ccc(C)cc1Br
    1.9 | 0.9 | -0.7 | -19.3 | -0.5 | -4.5 | -9.4 | -11.7 | -0.8 | -0.2
O=C(NC1CCCCC1)C(c1ccnc2ccccc12)N1CCOCC1 (stereo not given)
    -6.8 | 1.9 | 5.9 | . | -0.9 | 0.4 | 3.3 | -7.2 | -10.7 | 6.7
CCc1ccc(-c2cc(C)no2)cc1S(=O)(=O)N1CCOc2ccc(C)cc21
    -4.6 | 0.8 | -1.9 | -38.1 | -0.2 | 8.3 | -8.2 | -12.2 | -8.8 | 5.4
c1ccc(-c2ccccc2OCCCN2CCCC2)cc1
    -4.2 | 3.9 | 1.1 | 2.7 | -0.7 | 1.1 | -4.5 | -7.6 | 11.7 | 5.9
